# Assay outcomes from PubChem.
# NPSR antagonist – neuropeptide S receptor (human) antagonism, cAMP; Potency, µM (series often up to 38.3 µM), for the others: at the highest dose activity change, negative = inhibition, most hits filed as inhibitors; 220,000 compounds, 1% hits; CHO-NPSR cells, cAMP TR-FRET, antagonist mode; AID 1461; Q6W5P4; also: % is scaled to controls: 0 for no effect and ±100 for the full control effect; nearly all actives have a fitted effect of over 50% in size; many of its hits are not listed in these tables
# Target sequence (Q6W5P4 whole entry, looked up): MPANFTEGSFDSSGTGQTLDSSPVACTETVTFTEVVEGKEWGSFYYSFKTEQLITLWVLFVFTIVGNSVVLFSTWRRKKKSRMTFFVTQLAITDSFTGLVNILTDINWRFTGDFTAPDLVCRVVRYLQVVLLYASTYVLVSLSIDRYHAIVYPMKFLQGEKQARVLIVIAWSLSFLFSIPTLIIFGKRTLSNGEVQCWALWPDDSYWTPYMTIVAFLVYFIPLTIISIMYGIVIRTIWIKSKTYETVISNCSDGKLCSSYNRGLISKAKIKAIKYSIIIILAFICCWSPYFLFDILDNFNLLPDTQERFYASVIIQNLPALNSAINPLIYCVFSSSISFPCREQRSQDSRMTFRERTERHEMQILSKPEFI
# GAA inh – blocks human lysosomal alpha-glucosidase | AID 1466 | Potency, µM (series often up to 76.9 µM), for the others: top-dose activity change, negative = inhibition, most hits filed as inhibitors | P10253 | purified human GAA, 4-MU-alpha-glucoside fluorescence | 200,000 compounds, 0.005% hits;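 also: plate controls were uninhibited enzyme wells for no effect and no-enzyme background for full effect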
#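 Compounds are titrated up to 77 uM against 4 nM human enzyme. Substrate 4-methylumbelliferyl-alpha-D-pyranoside (400 uM) reacts 20 min at room temperature in pH 5.0 buffer; liberated 4-methylumbelliferone is read at 440 nm.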
# Epigenetic derep – regulators of epigenetic silencing causing reporter derepression in mouse cells. AID 1865. Potency, µM (doses to about 53.9 µM), for inactives: top-dose GFP activation, hits mostly activators. murine LDR cells, GFP reporter derepression, 30 h. 280,000 compounds, 0.2% hits; also: % of control where 0% means no effect; nearly all actives have a fitted effect of over 60% in size
#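 Reporter derepression read as number of fluorescent GFP-positive objects, 20-120 um in size, counted by laser-scanning cytometer. Mouse LDR line with an epigenetically silenced CMV-GFP locus; compound incubation 30 h, 37 C.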
# Tau fluor cs – counter-screen for tau fibril formation inhibitors. AID 1463. tau K18 P301L Alexa594 fluorescence, heparin fibrillization. 280,000 compounds, 0.93% hits. Potency, µM (titrated, usually from 57.7 µM), inactives show top-dose activity change, negative = decrease; also: % is scaled to controls: 0 for no effect and ±100 for the full control effect; nearly all actives have a fitted effect of over 55% in size
#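 Human tau K18 P301L (15 uM unlabeled, 0.24 uM Alexa 594-labeled) in 100 mM sodium acetate pH 7 with 20 uM heparin, 6 hr at 37 C. ThT 30 uM added, 1 hr ambient; Alexa 594 FP and total fluorescence read at 555/632 nm.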
# aGal spleen mod – inhibitors or activators of human alpha-galactosidase in spleen homogenate | human spleen homogenate, 4MU-alpha-Gal fluorescence, 40 min | Potency, µM (highest dose often 80 µM), for inactives: at the top dose activity change, negative = inhibition, actives largely listed as inhibitors | 240,000 compounds, 0.008% hits | P06280;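 also: 0% = enzyme with vehicle and -100% = no enzyme basal signal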
#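 Human spleen homogenate (1 ug) was the enzyme source, with 4-methylumbelliferyl-alpha-D-galactopyranoside (1 mM final) in pH 5.0 citrate buffer with 0.01% Tween-20. Compounds were titrated; after 40 min at 37C, NaOH/glycine stop, 4-MU fluorescence read; AC50 from Hill fits.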
# ALDH1A1 block – ALDH1A1 (human) enzyme inhibition; Purified ALDH1A1, NADH fluorescence, propionaldehyde substrate; Potency, µM (series often up to 75.3 µM), inactives show at the highest dose activity, negative = inhibition, actives largely listed as inhibitors; 220,000 compounds, 7.3% hits; active = well fitted inhibition curve with a large enough effect, not every such curve was filed as active; inconclusive = small, poorly fitted or top-dose-only effect, or another doubt; inactive = no such curve, though single readings can be large or run the other way;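 also: plate controls were no enzyme wells and a reference inhibitor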
# Target sequence (P00352 whole entry, looked up): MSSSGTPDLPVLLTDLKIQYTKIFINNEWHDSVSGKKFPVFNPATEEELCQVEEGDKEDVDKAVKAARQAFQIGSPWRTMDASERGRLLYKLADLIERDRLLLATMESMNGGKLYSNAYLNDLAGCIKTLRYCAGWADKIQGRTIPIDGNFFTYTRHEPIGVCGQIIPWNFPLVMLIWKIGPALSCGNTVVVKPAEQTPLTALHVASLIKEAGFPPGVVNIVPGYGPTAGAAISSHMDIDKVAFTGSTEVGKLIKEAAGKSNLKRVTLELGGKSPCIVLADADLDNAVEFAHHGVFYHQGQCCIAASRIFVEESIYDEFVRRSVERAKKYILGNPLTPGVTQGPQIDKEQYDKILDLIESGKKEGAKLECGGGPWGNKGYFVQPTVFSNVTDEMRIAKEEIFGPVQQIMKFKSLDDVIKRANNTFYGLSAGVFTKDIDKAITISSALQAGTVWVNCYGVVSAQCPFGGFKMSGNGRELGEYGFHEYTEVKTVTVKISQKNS
# GAA glycogen mod – GAA glycogen-cleavage inhibition or activation | P10253 | recombinant GAA, glycogen substrate, Amplex Red glucose oxidase fluorescence | Potency, µM (highest dose often 76.4 µM), without a hit: at the highest dose activity change, negative = inhibition, most hits filed as inhibitors | 300,000 compounds, 0.38% hits;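 also: 0% = full enzyme reaction and -100% = no-enzyme basal signal; the screen sought inhibitors and activators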
#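 Recombinant human alpha-glucosidase (4 nM final) hydrolysed bovine liver glycogen (30 ug) for 40 min at 37 C in pH 5.0 citrate/phosphate with 0.01% Tween-20. Released glucose detected by glucose oxidase/Amplex Red, Ex 573/Em 610 nm. Compounds up to 77 uM; AC50 from Hill fits.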
# aGlu spleen mod – inhibits or activates alpha-glucosidase in human spleen homogenate; Potency, µM (top dose mostly 79.9 µM), for inactives: top-dose activity change, negative = inhibition, hits mostly inhibitors; 240,000 compounds, 0.006% hits; AID 2112; human spleen homogenate, 4-MU-alpha-glucoside fluorescence; P10253;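 also: 0% = enzyme with vehicle and -100% = no enzyme basal signal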
#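 AC50 values come from Hill-equation fits of concentration-response data, normalized to no-enzyme and full-activity controls. Enzyme source: 1 ug human spleen homogenate; 1 mM fluorogenic 4-MU glucoside, pH 5.0 citrate buffer, 37 C, 40 min.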
# The depositor's hits bear a star; ? = inconclusive; / = not tested or not shown; & = joins results of further samples; [ ] = dose if it differs, or a comment. Unless noted, calls follow the shape of the dose curve; as a rule, active = well fitted curve in the direction sought with a large enough effect; inconclusive = small, poorly fitted or top-dose-only effect, or another doubt; inactive = no such curve, though single readings can be large; an effect the other way counts as inactive or inconclusive. Potency is read from the fitted curve at half-maximal effect.
canonical_smiles | NPSR antagonist | GAA inh | Epigenetic derep | Tau fluor cs | aGal spleen mod | ALDH1A1 block | GAA glycogen mod | aGlu spleen mod
Cc1ccc(NC(=O)c2nc(C)n(-c3ccc([N+](=O)[O-])cc3)n2)cc1 | 0%[46.1 µM] | -4% | -0.9% | -19% | -17% | ? | 8% | -4%
COc1ccccc1/C=C/C(=O)NCC(=O)N/N=C/c1cc(Br)ccc1OC | -10%[46.1 µM] | -2% | 0.0% | ? | -8% | 2% | 2% | -4%
c1ccc(CNc2ccc(CNc3ncn[nH]3)cc2)cc1 | 0%[46.1 µM] | 0% | 2.4% | -21% | 6% | ? | -15% | 2%
CN(Cc1nc2ccccc2c(=O)[nH]1)c1ccccc1 | 14% | -4% | -0.9% | -13% | 3% | -2% | 8% | -12%
Nc1nc(-c2ccc(-c3ccccc3)cc2)cs1 | -7% | 3% | -3.5% | -30% | 0% | ? | 1% | -1%
CN(C)CCNC(=O)c1cccc(NS(=O)(=O)c2ccc(Cl)c(Cl)c2)c1 | 1% | -4% | 1.1% | -3% | 4% | 6% | 6% | -15%
O=C(O)c1ccc2c(c1)C(=O)N(N1C(=O)c3ccccc3C1=O)C2=O | 8% | 6% | 0.0% | 2% | 0% | -7% | -8% | 3%
COc1ccc(OC)c(/C=N/NC(=O)CSc2nnc(C)n2-c2ccccc2)c1 | -8%[46.1 µM] | 9% | -1.9% | -2% | -2% | -11% | 3% | -1%
COc1ccccc1N1CCN(C(=O)CSc2ncccc2-c2nc3ccccc3[nH]2)CC1 | -6%[46.1 µM] | 6% | 0.0% | ? | 11% | ? | 10% | 4%
O=C(NC(=S)Nc1ccc(S(=O)(=O)Nc2nccs2)cc1)c1ccc(F)cc1 | -2% | 4% | -2.2% | -13% | 2% | 18µM* | -6% | -9%
O=C(Cc1cccs1)N/N=C/C=C\c1ccccc1[N+](=O)[O-] | -24% | -4% | -2.4% | -11% | -11% | -12% | 3% | -20%
COC(=O)Cc1c(C(=O)OC)nnn1-c1ccc(OC(F)(F)F)cc1 | 10% | 4% | 0.0% | 2% | 4% | -4% | -3% | 4%
CC(C)(C)OC(=O)NCCCCCc1nnc(SCc2cccc(F)c2)o1 | -28% | / | 0.0% | 2% | -7% | / | 1% | 0%
COc1ccc(C(=O)NCC(=O)N2CCC(C)CC2)cc1OC | 4%[46.1 µM] | 2% | 1.0% | -3% | 6% | -4% | 4% | 1%
Cn1c(N)c(N=O)c(=O)n(C)c1=O | 32% | / | 2.4% | -9% | 1% | / | / | 0%
CC(=O)Nc1ccc(NC(=O)C2CC(=O)Nc3ncnn32)cc1 (configuration not stated) | 13% | / | -1.1% | 2% | 0% | / | 3% | 1%
O=c1cc(N2CCCCC2)[nH]c(=O)n1C1CCCCC1 | 3% | / | 1.0% | -4% | 15% | ? | -2% | 11%
CCn1cc(C(=O)NCc2ccco2)c2cc(OC)c(OC)cc2c1=O | -18%[46.1 µM] | -1% | 1.2% | 0% | 2% | -5% | 0% | -3%
Cc1ccc(C(=O)C(OC(=O)CNS(=O)(=O)c2ccccc2)c2ccccc2)cc1 (configuration not stated) | ? | -13% | -0.9% | -16% | 1% | 2% | -7% | -17%
CCCS(=O)(=O)N1CCCC(C(=O)NCCCN(C)Cc2ccccc2)C1 (configuration not stated) | -4%[46.1 µM] | 1% | -1.2% | 3% | -18% | 1% | 2% | -3%
COc1cccc(CNC(=O)c2cc3oc4ccccc4c3n2C)c1OC | -16%[46.1 µM] | -2% | 1.7% | -16% | 3% | ? | 8% | -4%
COc1cc(C(O)P(=O)(OCCC(C)C)c2ccc(N(C)C)cc2)cc(OC)c1OC (configuration not stated) | 9% | 1%[15.4 µM] | 4.5% | 2% | 5% | 17% | -2% | 4%
CCN(CC)CCCNC(=S)N(Cc1cccs1)Cc1cc2cc3c(cc2[nH]c1=O)OCCO3 | -13% | 9% | 4.3% | -7% | 15% | ? | -5% | 4%
CCN1C(=O)C2(SC(NC(C)=O)=NN2C(C)=O)c2cc(C)cc(C)c21 (configuration not stated) | 18% | 0% | -3.0% | -4% | -1% | 6% | -6% | 2%
O=S(=O)(Nc1ccc2c(c1)OCCO2)c1cccc2cccnc12 | 5%[46.1 µM] | -7% | -1.2% | -11% | -6% | -2% | -13% | 0%

# Taken from above.
# CCCS(=O)(=O)N1CCCC(C(=O)NCCCN(C)Cc2ccccc2)C1 (configuration not stated) | GAA inh: 1%
# O=C(NC(=S)Nc1ccc(S(=O)(=O)Nc2nccs2)cc1)c1ccc(F)cc1 | aGlu spleen mod: -9%

# Next structures:
canonical_smiles | NPSR antagonist | GAA inh | Epigenetic derep | Tau fluor cs | aGal spleen mod | ALDH1A1 block | GAA glycogen mod | aGlu spleen mod
Cc1ccccc1C(=O)NNC(=O)Cc1cccc2ccccc12 | -7%[46.1 µM] | 3% | 0.6% | -15% | 3% | 5% | 5% | 2%
O=C(NCCCO)C(=O)NCc1ccccn1 | 17% | 3% | 1.1% | -12% | -5% | 6% | 1% | 1%
Cc1nc(NCCc2ccc(F)cc2)c(C#N)c(C)c1[N+](=O)[O-] | 0% | 11% | 11% | -24% | 2% | ? | 17% | 3%
CO[C@H]1OC[C@@]2(C)[C@@H]3C4=C(CN2C(=O)OC(C)(C)C)[C@H](C)[C@H](CO)[C@H](CO)[C@H]4CC[C@H]13 | / | / | 3.9% | -1% | -7% | -6% | / | -19%
COc1ccc([C@H]2c3cc(OC)c(OC)cc3C[C@@H](C)[C@@H]2C)cc1OC | / | / | -1.1% | -7% | -4% | 7% | / | 3%
COC(=O)c1nc(NC2=NCCCCC2)n[nH]1 | -10%[46.1 µM] | -6% | 0.2% | 3% | 10% | 11% | -4% | -6%
CS(=O)(=O)N(CC(=O)N1CCN(c2cccc(Cl)c2)CC1)C1CCCCC1 | -8%[46.1 µM] | -5% | 0.0% | 5% | 3% | 16% | 4% | -6%
COc1ccc(C2C(C(=O)OC3CCCCC3)=C(C)Nc3nnnn32)c(OC)c1OC (configuration not stated) | -25% | -4% | -3.5% | -7% | -2% | -2% | 9% | -3%
CCCc1cc(N2CCC(C(N)=O)CC2)nc(-c2ccccc2)n1 | -5% | ? | 11% | -11% | -3% | 8% | 17% | 0%
CC(C)CNS(=O)(=O)c1ccc(OCC(=O)NCC2CCCO2)c(Cl)c1 (configuration not stated) | -10%[46.1 µM] | 2% | -1.2% | -8% | -7% | -13% | 11% | 1%
COc1cccc(NC(=O)Cn2c(=O)oc3cc(S(=O)(=O)N4CCCC4)ccc32)c1 | 3% | / | -2.3% | -3% | 3% | / | 2% | -14%
O=S(=O)(c1ccccc1)n1c(C(O)c2ccccn2)cc2ccccc21 (configuration not stated) | -8% | -6% | 0.0% | 1% | -5% | -3% | 2% | -5%
Cc1c(CCC(=O)O)c(=O)oc2cc3occ(-c4ccc(F)cc4)c3cc12 | -29%[46.1 µM] | 2% | 0.0% | 3% | 6% | -3% | 4% | -7%
CC(NS(=O)(=O)/C=C/c1ccccc1)c1ccccc1 (configuration not stated) | -2% | 7% | 2.3% | -4% | 6% | -4% | 4% | -12%
CC(=O)c1c(C)[nH]c(C(=O)CSc2ncnc3sc(-c4ccccc4)cc23)c1C | 6% | 3% | 19% | -23% | 0% | -14% | 8% | 0%
Cn1c(SCC(=O)N/N=C/c2ccco2)nc2ccccc21 | 1% | -8% | 3.0% | -7% | -1% | ? | -2% | -3%
COc1ccc(OC)c2c(=O)cc(C(=O)O)[nH]c12 | 2% | / | 0.0% | / | 3% | / | -5% | -1%
COc1cccc(CNC(=O)CSc2ccc(-c3cccs3)nn2)c1 | -17% | -2% | -2.2% | 4% | -2% | 3% | 3% | /
CCOC(=O)C1CCCN(S(=O)(=O)c2ccc(F)c(C(=O)Nc3ccc(F)c(F)c3)c2)C1 (configuration not stated) | -16%[46.1 µM] | -22% | 0.0%&0.1% | ? | 7% | -11% | 0% | 0%
Cc1ccc(C2(c3ccc(C)cc3)NC(=O)N(Cc3c(C)noc3C)C2=O)cc1 | -19%[46.1 µM] | -10% | -0.2% | -10% | -1% | 12% | -9% | -9%
CCOC(=O)N1CCN(CC(O)COc2cc(C)ccc2C(C)C)CC1 (configuration not stated) | -4% | -1% | -0.9% | 3% | 10% | -6% | -6% | 0%
CCNS(=O)(=O)c1ccc(NC(=O)Cn2cc([N+](=O)[O-])cn2)cc1 | 4% | 3% | 1.1% | 3% | -16% | 8% | -8% | -1%
COc1ccc(CC(=O)Nc2nc3n(n2)C(c2ccccc2)CC(=O)N3)cc1OC (configuration not stated) | 3%[46.1 µM] | 3% | -1.0% | 3% | 2% | -1% | 8% | 4%
Cc1ccc(NC2=Nc3ccccc3N3C2=Nc2c(c(C)nn2-c2ccccc2)C3c2ccc(O)c(O)c2)cc1 (configuration not stated) | ? | 2% | 5.7% | ? | -8% | -6% | -26% | -13%
CCn1cc(C(=O)NCc2ccc(OC)cc2OC)c(=O)c2ccc(C)nc21 | -20%[46.1 µM] | -4% | 0.0% | -2% | 4% | -3% | -3% | -5%
COc1ccc(S(=O)(=O)NCC2CCCN(Cc3ccccc3C)C2)cc1 (configuration not stated) | -22% | 0% | -2.1% | -17% | -3% | -6% | -2% | -2%
C=CCC1CCCC(=O)N2CCCC12 (configuration not stated) | / | / | -0.9%[96.6 µM] | -7%[126 µM] | -13%[181 µM] | -3%[120 µM] | / | 0%[181 µM]
CCOC(=O)CNC(=O)c1c2c(nc3ccccc13)CCCC2 | -12%[46.1 µM] | -11% | -1.2% | -4% | 8% | 0% | -2% | 4%
CCN(CC(=O)NC(C)C)C(=O)Cc1ccc(C)c(C)c1 | 19% | -2% | -2.7% | -6% | 4% | 6% | 0% | -1%
O=C(COc1ccccc1)N/N=C/c1ccc([N+](=O)[O-])o1 | -14% | -9% | 1.1% | -17% | 3% | -15% | 10% | -18%
COc1ccc(CCn2c(=O)c3cccnc3n(Cc3ccc([N+](=O)[O-])cc3)c2=O)cc1OC | -37% | 4% | 4.1% | -16% | -7% | -4% | 16% | 2%
COC(=O)c1ccccc1NC(=O)Cn1nnc(-c2ccc(OC)cc2)n1 | -6%[46.1 µM] | 0% | 3.9%&1.2% | -27%&-14% | 1% | ? | -1% | -3%

# Only part of the results is shown. The share of hits here may be higher or lower than overall.
